APEX1 inh: qHTS Assay for Inhibitors of the Human Apurinic/apyrimidinic Endonuclease 1 (APE1); DNA repair nuclease/redox regulator APEX1 (Homo sapiens), P27695; recombinant APE1, TAMRA/BHQ-2 abasic DNA cleavage fluorescence; Potency, µM (titrated, usually from 65.8 µM), without a hit: top-dose activity change, negative = inhibition, most hits filed as inhibitors; 350,000 compounds, 0.35% hits;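 note: plate controls were vehicle for no effect and reference inhibitor for full effect; nearly all actives have a fitted effect of over 55% in size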
Target sequence (P27695 whole entry, looked up): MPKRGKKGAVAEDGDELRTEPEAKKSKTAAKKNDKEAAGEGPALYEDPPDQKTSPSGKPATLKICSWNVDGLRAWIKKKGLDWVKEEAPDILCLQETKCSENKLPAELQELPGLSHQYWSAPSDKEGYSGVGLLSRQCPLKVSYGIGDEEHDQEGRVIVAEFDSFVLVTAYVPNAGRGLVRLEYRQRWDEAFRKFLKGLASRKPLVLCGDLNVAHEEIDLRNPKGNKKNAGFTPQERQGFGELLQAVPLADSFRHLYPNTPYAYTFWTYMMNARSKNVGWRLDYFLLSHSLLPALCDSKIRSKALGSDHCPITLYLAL
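0.75 nM APE1 + cpd, 15 min RT; start w/ 50 nM TAMRA/BHQ-2 THF-abasic dsDNA; kinetic fluor 525/598 nm ×3 reads @60 s; Δ(read3−read1); normalized to DMSO and NSC13755 control wells.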
JMJD2A Tudor: qHTS Assay for Inhibitors of JMJD2A-Tudor Domain; 390,000 compounds, 4.4% hits; AlphaScreen JMJD2A-Tudor / H3K4me3 peptide binding; Potency, µM (top dose mostly 114 µM), for the others: at the highest dose activity change, negative = inhibition, usual class: inhibitors; note: % is set by controls: 0 for no effect and ±100 for the full control effect; nearly all actives have a fitted effect of over 50% in size
Pol eta inh: qHTS for Inhibitors of Polymerase Eta | recombinant Pol eta, fluorescent DNA replication assay | Potency, µM (doses to about 114 µM), for the others: top-dose activity change, negative = inhibition, usual class: inhibitors | 390,000 compounds, 1.2% hits; note: % is set by controls: 0 for no effect and ±100 for the full control effect
Target sequence (Q9Y253 whole entry, looked up): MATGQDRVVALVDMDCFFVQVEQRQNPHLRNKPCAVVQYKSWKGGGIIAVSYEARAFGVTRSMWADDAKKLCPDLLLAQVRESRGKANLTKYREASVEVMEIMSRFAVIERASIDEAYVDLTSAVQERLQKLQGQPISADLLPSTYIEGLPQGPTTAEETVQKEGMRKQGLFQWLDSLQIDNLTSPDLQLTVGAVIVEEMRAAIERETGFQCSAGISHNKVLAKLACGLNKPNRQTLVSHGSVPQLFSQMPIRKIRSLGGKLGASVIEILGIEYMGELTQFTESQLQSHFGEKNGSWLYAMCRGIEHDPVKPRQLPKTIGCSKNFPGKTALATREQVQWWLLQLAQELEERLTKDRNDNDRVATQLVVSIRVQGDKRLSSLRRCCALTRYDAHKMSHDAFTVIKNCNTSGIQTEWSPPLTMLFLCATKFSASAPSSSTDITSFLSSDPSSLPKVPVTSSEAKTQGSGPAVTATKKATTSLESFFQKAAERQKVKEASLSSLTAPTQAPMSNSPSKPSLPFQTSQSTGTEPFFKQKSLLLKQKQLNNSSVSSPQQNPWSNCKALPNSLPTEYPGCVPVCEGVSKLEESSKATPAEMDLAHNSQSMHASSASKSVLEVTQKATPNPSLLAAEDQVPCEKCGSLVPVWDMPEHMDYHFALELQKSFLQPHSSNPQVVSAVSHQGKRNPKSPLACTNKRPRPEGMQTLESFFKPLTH
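Fluorescent replication assay: 50 nM final substrate added after a 15 min room-temperature compound preincubation with 10 nM enzyme. Signal taken at 0 min and again at 10 min.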
Pol kappa inh: qHTS for Inhibitors of Polymerase Kappa; DNA polymerase kappa (Homo sapiens), Q9UBT6; Potency, µM (highest dose often 107 µM), for the others: at the highest dose activity, negative = inhibition, actives largely listed as inhibitors; AID 588579, 2011; purified Pol kappa, fluorescent DNA synthesis assay, 10 min; 400,000 compounds, 0.53% hits; note: % is set by controls: 0 for no effect and ±100 for the full control effect
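10 nM Pol kappa was preincubated with compounds for 15 min at room temperature. Reaction started with 50 nM (final) substrate. Fluorescence read kinetically at 0 and 10 min.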
Pol beta inh: qHTS Assay for Inhibitors of DNA Polymerase Beta | Pol beta primer extension/strand displacement, fluorescence kinetic | Potency, µM (titrated, usually from 114 µM), without a hit: at the highest dose activity change, negative = inhibition, hits mostly inhibitors | 340,000 compounds, 1.3% hits; note: % is set by controls: 0 for no effect and ±100 for the full control effect
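Homogeneous kinetic assay of primer extension and strand displacement by 10 nM Pol beta, preincubated 15 min at room temperature with compound before 50 nM substrate (final) was added. Read at 0 and 10 min; four-parameter Hill fit.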
G9a inh: qHTS Assay for Inhibitors of Histone Lysine Methyltransferase G9a; G9a H3K9 monomethylation, AlphaScreen, 2 h; Potency, µM (titrated, usually from 102 µM), without a hit: at the top dose activity, negative = inhibition, usual class: inhibitors; 350,000 compounds, 8.8% hits; AID 504332, 2011; note: % is set by controls: 0 for no effect and ±100 for the full control effect; nearly all actives have a fitted effect of over 75% in size
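Step 1: enzyme (final 20 nM) with compound, 15 min RT. Step 2: substrate peptide 500 nM and SAM 20 uM, 2 h RT. Step 3: anti-H3K9me1 antibody and AlphaScreen beads, 10 min, then plate read.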
BAZ2B inh: qHTS Assay for Inhibitors of BAZ2B; Potency, µM (top dose mostly 114 µM), without a hit: at the top dose activity change, negative = inhibition, hits mostly inhibitors; Bromodomain adjacent to zinc finger domain protein 2B (Homo sapiens), Q9UIF8; AlphaScreen BAZ2B-H3K14Ac peptide displacement; 360,000 compounds, 4.4% hits; AID 504333, 2011; note: % is set by controls: 0 for no effect and ±100 for the full control effect; nearly all actives have a fitted effect of over 60% in size
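BAZ2B (50 nM) with biotin-H3(5-23)K14Ac peptide (50 nM) in PBS pH 7.4, 0.01% Tween-20, preformed 30 min, then compound 30 min at room temperature; top concentration 110uM. AlphaScreen streptavidin donor/nickel chelate acceptor beads (10 ug/mL final), 20 min dark, signal read.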
Pol iota inh: qHTS for Inhibitors of Polymerase Iota. DNA polymerase iota (Homo sapiens), Q9UNA4. Potency, µM (series often up to 115 µM), for inactives: at the highest dose activity, negative = inhibition, hits mostly inhibitors. 390,000 compounds, 1% hits. Pol iota fluorescent replication assay, 10 min
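Fluorescent replication assay read twice, at 0 min and 10 min after adding 50 nM (final) substrate. Enzyme (10 nM) and compounds were first incubated 15 min at room temperature; enzyme-free buffer wells were negative controls.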
BLM inh: qHTS Assay for Inhibitors of Bloom's syndrome helicase (BLM); RecQ-like DNA helicase BLM (Homo sapiens), P54132; recombinant BLM DNA unwinding, fluorescence dequenching; Potency, µM (doses to about 56.1 µM), without a hit: top-dose activity change, negative = inhibition, usual class: inhibitors; 350,000 compounds, 0.2% hits; AID 2528, 2010;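 note: plate controls were vehicle for no effect and no enzyme for full effect; nearly all actives have a fitted effect of over 35% in size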
Numbers without * were called inactive; ? = inconclusive; . = no result given; [ ] = another dose, or the depositor's remark. Calls come from the whole dose curve; as a rule, active = well fitted curve in the direction sought with a large enough effect; inconclusive = small, poorly fitted or top-dose-only effect, or another doubt; inactive = no such curve, though single readings can be large; an effect the other way counts as inactive or inconclusive. Potency is the fitted concentration of half-maximal effect. The list is partial; count on the stated rates, not on these rows.

cpd	Compound	APEX1 inh	JMJD2A Tudor	Pol eta inh	Pol kappa inh	Pol beta inh	G9a inh	BAZ2B inh	Pol iota inh	BLM inh
1	Cc1ccc(C)c(NC(=S)N(Cc2ccco2)C(C)c2cccs2)c1 (stereo unspecified)	6.1%	-9.9%	-23.4%	-1.9%	-6.0%	83.5%[activator][59 µM]	-15.7%	7.6%	-17.0%
2	CN(CC(=O)NCCc1ccc(S(N)(=O)=O)cc1)c1ccccc1	-1.5%	-23.2%	-1.4%	-1.4%	16.6%	12.8%	-12.3%	20.2%	0.3%
3	C[C@@H]1CN(S(=O)C(C)(C)C)[C@H](CCO)/C1=C\c1ccccc1 (stereo partly specified)	.	5.8%	-12.2%	5.8%	.	.	.	12.2%	.
4	O=C(COC(=O)/C=C/c1ccc(F)cc1)NC1CCCC1	1.6%	-1.4%	-5.4%	-14.8%	.	4.5%	6.4%	24.0%	.
5	Cc1nc(SCC(O)CCl)c([N+](=O)[O-])[nH]1 (stereo unspecified)	-4.8%	-18.8%	-7.4%	-4.1%	0.8%	?	-18.9%	-2.6%	-3.3%
6	O=C(NCCCNc1ccc(C(F)(F)F)cc1[N+](=O)[O-])c1cc(F)c(F)cc1Cl	9.6%	-23.3%	?	-4.7%	4.3%	9.7%[59 µM]	?	6.2%	-5.1%
7	COc1ccc(CCNC(=O)CS(=O)Cc2nc(-c3ccccc3Cl)oc2C)cc1OC (stereo unspecified)	38.1%	15.2%	-5.3%	11.1%	17.5%	15.5%	-13.2%	29.4%	3.7%
8	Cc1ccc(C)c(-c2ccc(=O)n(C(C)C(=O)Nc3ccccc3C(F)(F)F)n2)c1 (stereo unspecified)	.	-3.5%	-7.5%	-6.5%	-1.5%	-24.0%[59 µM]	-2.7%	2.7%	1.1%
9	CCOC(=O)c1sc(=S)n(-c2ccc(OC)cc2)c1C	?	-6.4%	-18.5%	-1.4%	1.1%	0.9%	-36.6%	47.7%[activator]	-1.6%
10	Oc1ccc(N2CCN(C(=S)NCCc3ccccc3)CC2)cc1	-2.7%	?	-2.1%	-8.6%	-1.1%	7.08µM*	?	4.7%	-2.7%
11	Cn1c(=O)c2c(-c3ccc(Br)cc3)n(Cc3ccc(F)cc3)cc2n(C)c1=O	.	?	-9.0%	?	-18.9%	?	-29.2%	89.1µM*	-11.5%
12	Cc1ccc(OCCC(=O)OCC(=O)NCCc2ccccc2)cc1	-3.5%	-5.8%	-11.0%	-8.4%	4.0%	-0.3%	0.9%	90.5%[activator]	-3.2%
13	COc1cc(C=O)ccc1OCCSc1ccc(C)cc1	-0.5%	94.9%[activator]	-0.1%	-3.1%	-3.6%	120.8%[activator]	84.5%[activator]	-12.9%	-6.6%
14	Cc1cccc(-n2ncc3c(N4CCCC(C)C4)ncnc32)c1 (stereo unspecified)	.	49.3%[activator]	-0.5%	-2.9%[60.1 µM]	0.6%	27.9%[59 µM]	102.8%[activator]	14.1%	-3.9%
15	CC1(C)NC(=O)N(c2ccccc2Cl)C1(C)NO (stereo unspecified)	1.8%	-2.2%	-17.1%	1.3%	-1.0%	16.3%[59 µM]	2.2%	14.6%	0.6%
16	Cc1ccc(Oc2ccc(NC(=O)CCC(=O)OCC(=O)c3cccs3)cc2)cc1C	-8.8%	-14.6%	-18.4%	-16.6%	1.3%	?	4.9%	16.2%	-0.7%
17	CNC(=O)C1CC(=O)N(c2ccc(C)cc2)C1 (stereo unspecified)	-0.7%	-13.5%	0.5%	-5.1%	-1.4%	-3.5%	7.1%	-0.6%	-0.4%
18	CC(NC(=O)c1ccccc1)C(=O)NC1CCCc2ccccc21 (stereo unspecified)	-0.8%	-9.0%	1.9%	-4.8%	.	5.2%	-6.1%	22.0%	.
19	COc1ccccc1NC(=O)C1C2CCCCC21 (stereo unspecified)	-1.6%	0.7%	-6.8%	1.6%	7.8%	-5.6%	1.4%	-12.8%	-0.6%
20	CN(CC(=O)N1CCN(c2cccc(Cl)c2)CC1)S(=O)(=O)c1cnc[nH]1	2.7%	-16.6%	-14.1%	-5.1%	0.1%	21.4%	-3.1%	-3.7%	0.3%
21	COc1cc(/C=C2\C(=N)N3N=CSC3=NC2=O)ccc1OS(=O)(=O)c1ccccc1	76.4%[activator]	-24.0%	-26.9%	-7.7%	?	?	1.0%	19.7%	0.1%
22	Cc1ccc2c(c1)NC(=O)C(CC(=O)NCCCN1CCN(c3cc(Cl)ccc3C)CC1)O2 (stereo unspecified)	-2.4%	-24.3%	-15.7%	-7.9%	?	44.7µM*	-34.2%	-14.6%	2.5%
23	Cc1ccc(C(=O)Nc2c(C(=O)NCc3ccco3)cnn2-c2ccccc2)cc1	-8.9%	-32.0%	7.8%	-5.9%	8.4%	-2.1%[2.33 µM]	?	-14.4%	-1.2%
24	O=c1c(S(=O)(=O)c2ccc(Cl)cc2)cn(Cc2cccc(F)c2)c2ccc(F)cc12	-2.3%	-9.6%[57.1 µM]	-14.1%	-10.8%	-2.4%	11.0%	1.2%	-4.7%	-2.7%
25	CCCCC(=O)OCC(=O)c1[nH]c(C)c(C(=O)OCC)c1C	3.7%	-2.2%	-5.1%	-5.4%	46.1%	23.2%[12.7 µM]	1.4%	17.7%	1.2%
26	Cc1ccccc1S(=O)(=O)Cc1ccc(C(=O)N2CCN(c3ccccc3F)CC2)o1	-9.3%	-23.7%	-24.2%	-14.9%	0.8%	16.0%	-7.9%	40.8%[activator]	-1.0%
27	O=C(NCCO)/C(=C/c1ccc2c(c1)OCO2)NC(=O)c1ccc(Br)cc1	27.2%	6.2%	-11.0%	-4.1%	9.0%	.	-10.5%	101.6%[activator]	-14.9%
28	CCc1cc(OCCCCNCc2ccccc2)ccc1Cl	3.3%	6.31µM*	-18.8%	-15.7%	2.9%	?	?	16.8%	0.8%
29	O=C(CSc1nnc(NC2CCCCC2)s1)N1CCOCC1	24.8%	3.4%	-5.7%	13.0%	.	?	1.8%	-11.4%	.
30	COC(=O)c1ccccc1NC(=O)CSc1nc(C)cc(C)n1	8.5%	-0.7%	8.3%	-13.3%	-1.0%	-4.2%	-15.8%	15.0%	-3.2%

Looked up one by one from the list above (4):
cpd	Compound	APEX1 inh	JMJD2A Tudor	Pol eta inh	Pol kappa inh	Pol beta inh	G9a inh	BAZ2B inh	Pol iota inh	BLM inh
6	O=C(NCCCNc1ccc(C(F)(F)F)cc1[N+](=O)[O-])c1cc(F)c(F)cc1Cl	9.6%	-23.3%	?	-4.7%	4.3%	9.7%[59 µM]	?	6.2%	-5.1%
23	Cc1ccc(C(=O)Nc2c(C(=O)NCc3ccco3)cnn2-c2ccccc2)cc1	-8.9%	-32.0%	7.8%	-5.9%	8.4%	-2.1%[2.33 µM]	?	-14.4%	-1.2%
14	Cc1cccc(-n2ncc3c(N4CCCC(C)C4)ncnc32)c1 (stereo unspecified)	.	49.3%[activator]	-0.5%	-2.9%[60.1 µM]	0.6%	27.9%[59 µM]	102.8%[activator]	14.1%	-3.9%
29	O=C(CSc1nnc(NC2CCCCC2)s1)N1CCOCC1	24.8%	3.4%	-5.7%	13.0%	.	?	1.8%	-11.4%	.

Other compounds.
cpd	Compound	APEX1 inh	JMJD2A Tudor	Pol eta inh	Pol kappa inh	Pol beta inh	G9a inh	BAZ2B inh	Pol iota inh	BLM inh
31	COC(=O)c1cc(OC)c(OC)cc1NCC(=O)Nc1cccc(C(F)(F)F)c1	-3.9%	?	-18.4%	-3.8%	1.2%	-25.8%[59 µM]	?	29.2%	-9.8%
32	COc1ccc(C(=O)NCCNc2ncc(C(F)(F)F)cc2Cl)cc1[N+](=O)[O-]	8.9%	-25.0%	?	-14.1%	-10.4%	7.8%	-8.6%	19.6%	-4.1%
33	CC1CCCCN1CCNC(=O)c1ccc2c(c1)N(Cc1cccc(Cl)c1)C(=O)c1ccccc1S2=O (stereo unspecified)	-0.2%	-13.7%	-12.5%	-0.6%	2.6%	-0.9%[59 µM]	-14.0%	12.3%	1.9%
34	Cc1nn(-c2ccccc2)c(Cl)c1/C=C/C(=O)c1ccccc1	0.2%	21.3%	-16.8%	-1.3%	14.1%	18.6%	0.0%	?	-18.4%
35	CC(Oc1ccc(Br)cc1)C(=O)N1CCc2ccccc21 (stereo unspecified)	-5.3%	-34.3%	-8.8%	3.2%	4.3%	0.9%[59 µM]	92.8%[activator]	-5.0%	-4.5%
36	O=C(CC(NCc1ccccn1)C(=O)O)Nc1ccccc1Cl (stereo unspecified)	?	20µM*	-7.8%	7.1%	-1.6%	7.1%	2.82µM*	?	-4.2%
37	CCCc1nnc(NC(=O)CCC(=O)Nc2ccc(Br)cc2)s1	27.1%	4.7%	-6.1%	2.5%	48.0%	-1.5%	-12.2%	8.1%	-0.3%
38	O=C(COC(=O)c1cc(Cl)ccc1O)NCCNC(=O)COC(=O)c1cc(Cl)ccc1O	13.1%	-11.6%	-4.4%	-14.0%	0.1%	39.8µM*	9.6%	41.9%[activator]	-0.9%
39	CC(C)(C)OC(=O)N1CCNc2ccccc2C1	0.1%	6.7%	-12.2%	4.3%	-0.4%	-4.6%	-5.9%	-0.6%	-4.7%
40	Cc1ccc(-c2nnn(C(C)C(=O)N3c4ccccc4CCc4ccccc43)n2)cc1 (stereo unspecified)	5.3%	-18.6%	-19.2%	-7.7%	17.1%	16.8%[59 µM]	-1.3%	-7.4%	-7.2%
41	Cn1c(CNC(=O)c2ccccc2)nnc1SCC(=O)N1CCN(c2ccccc2)CC1	-2.1%	5.6%	1.2%	0.1%	8.0%	6.7%[59 µM]	5.2%	23.8%	3.4%
42	COc1ccc(CCNC(=O)C2CCN(C(=O)NC3CCCCC3)CC2)cc1	-1.7%	1.4%	-3.1%	-7.9%	?	-4.3%[59 µM]	-0.7%	-2.5%	-1.1%

From PubChem
